PREPL inhibitor = PREPL enzyme inhibitors, primary screen, biochemical, fluorescence polarization; AID 2751, 2010; Prolyl endopeptidase-like (Homo sapiens), Q4J6C6; actives 0.68% (n = 320,000); inhibition, % at 5.96 µM; recombinant PREPL, fluorescence polarization activity-based probe; in the data active means inhibition above about 43%;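 further: 0% = enzyme with DMSO and 100% = wells lacking enzyme; many of its hits are not listed in these tables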
Target sequence (Q4J6C6 whole entry, looked up): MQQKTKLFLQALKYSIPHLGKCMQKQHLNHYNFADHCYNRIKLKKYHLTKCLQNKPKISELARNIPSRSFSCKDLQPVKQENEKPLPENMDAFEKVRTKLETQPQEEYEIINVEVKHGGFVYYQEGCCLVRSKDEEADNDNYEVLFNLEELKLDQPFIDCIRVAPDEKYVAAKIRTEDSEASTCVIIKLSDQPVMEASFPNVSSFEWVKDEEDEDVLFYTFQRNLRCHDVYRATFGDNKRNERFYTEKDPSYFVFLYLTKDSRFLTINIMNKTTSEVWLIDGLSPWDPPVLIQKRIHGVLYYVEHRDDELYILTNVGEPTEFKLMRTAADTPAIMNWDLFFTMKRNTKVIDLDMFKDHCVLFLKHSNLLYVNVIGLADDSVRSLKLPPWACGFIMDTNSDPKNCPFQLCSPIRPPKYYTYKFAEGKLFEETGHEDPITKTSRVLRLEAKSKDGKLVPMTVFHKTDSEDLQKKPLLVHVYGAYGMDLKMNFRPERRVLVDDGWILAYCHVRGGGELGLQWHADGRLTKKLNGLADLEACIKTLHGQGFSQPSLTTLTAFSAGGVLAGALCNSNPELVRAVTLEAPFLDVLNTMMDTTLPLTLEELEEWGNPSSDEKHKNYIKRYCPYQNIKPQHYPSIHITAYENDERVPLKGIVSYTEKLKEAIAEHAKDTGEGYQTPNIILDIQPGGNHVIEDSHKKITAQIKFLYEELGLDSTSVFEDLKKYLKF
Efflux pump mplx = inhibitors of Candida efflux pumps in yeast, primary screen, S. cerevisiae, Nile Red, multiplex. actives 0.44% (n = 330,000). AID 485275, 2010. inhibition, % at 10 µM. S. cerevisiae Candida pump triplex;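 active means plate passing quality check with inhibition over a set limit, or well fluorescence over plate mean plus 4 SD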;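 further: Nile Red retained in pooled yeast measured as flow cytometry median fluorescence; 0% = buffer negative control and 100% = Enniatin B positive control; higher means more Nile Red kept so more efflux inhibition; some compounds called inactive have numbers as strong as hits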
PP5 primary = PP5 phosphatase inhibitors, primary screen, biochemical, fluorescence. purified PP5c, OMFP substrate fluorescence. inhibition, % at 6.7 µM. actives 0.18% (n = 320,000);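 active means inhibition above the campaign's mean inhibition across all tested compounds plus 3 SD, cut at about 9.5% in these data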;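 further: 0% = DMSO only and 100% = 100 µM cantharidin control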
HCV core dimer = inhibitors of HCV core protein dimerization, primary screen, biochemical, TR-FRET, high-throughput; AID 1899, 2009; actives 0.33% (n = 300,000); TR-FRET GST/Flag-core106 dimerization, 1536-well; inhibition, % at 5 µM;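 active means inhibition above the mean of all tested compounds plus 3 SD, set per screening campaign, cut at about 45% in these data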
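assay system = GST-tagged and Flag-tagged HCV core protein residues 1-106 | controls = unlabelled core106 and no-GST-core106 wells | incubation = compound-protein-antibody incubation 4 h at 22.5 °C | probe or stimulus = Eu donor and XL665 acceptor anti-tag antibodies | read-out = % inhibition based on acceptor/donor emission ratio | signal = TR-FRET 671 and 617 nm emission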
CTSL1 counter = Fasciola hepatica cathepsin L1 inhibitors, primary screen, counter-screen for PFM18AAP inhibitor project, biochemical, QFRET, fluorogenic peptide substrate. actives 0.49% (n = 300,000). recombinant F. hepatica cathepsin L1, Z-Leu-Arg-MCA fluorescence. inhibition, % at 5.96 µM;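 active means inhibition above the mean of all tested compounds plus 3 SD, set per screening campaign, cut at about 17% in these data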;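 further: 0% = plate median of test compound wells and 100% = 1 µM Z-Phe-Ala-diazomethylketone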
PP1 counter = PP1-alpha phosphatase inhibitors, primary screen, counter-screen for PP5 inhibitor project, biochemical, fluorescence, OMFP substrate, single point | purified PP1alpha | inhibition, % at 6.7 µM | actives 0.9% (n = 320,000) | AID 2235, 2010;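 active means inhibition above the mean inhibition of all tested compounds plus 3 SD, computed separately for each screening campaign, cut at about 15% in these data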
TPT1 inh = Candida albicans TPT1 enzyme inhibitors, primary screen, biochemical, fluorescence polarization. tRNA 2'-phosphotransferase TPT1 (Candida albicans SC5314). recombinant caTPT1, FP RNA substrate dephosphorylation. inhibition, % at 5 µM. actives 0.81% (n = 300,000). AID 1962, 2009;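 active means inhibition above the mean of all tested compounds plus 3 SD, set per screening campaign, cut at about 24% in these data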;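 further: plate controls were DMSO alone for no effect and ferristatin control at 100 nM for full effect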
ZTA DNA inh = blocks Epstein-Barr virus ZTA, an EBNA-1 counter-screen. inhibition, % at 11 µM. actives 0.15% (n = 320,000). ZTA-DNA binding, fluorescence polarization; in the data active means inhibition above about 33%
Target sequence (P03206 whole entry, looked up): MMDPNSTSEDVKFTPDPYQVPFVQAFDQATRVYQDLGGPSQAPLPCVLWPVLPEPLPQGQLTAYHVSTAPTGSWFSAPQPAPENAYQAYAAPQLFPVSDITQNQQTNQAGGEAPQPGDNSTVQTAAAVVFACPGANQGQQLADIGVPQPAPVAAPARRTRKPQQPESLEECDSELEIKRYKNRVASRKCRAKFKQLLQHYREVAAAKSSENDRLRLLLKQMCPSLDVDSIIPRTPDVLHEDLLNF
EBNA-1 inhibitor = EBNA-1 DNA-binding inhibitors, primary screen, biochemical, fluorescence polarization | inhibition, % at 14.8 µM | actives 0.34% (n = 300,000) | AID 1950, 2009; in the data active means inhibition above about 28%
* marks the source's active call; other numbers are inactive results; / = no result given.

1) CCN1CC2([N+](=O)[O-])CC=C(Cl)C([N+](=O)[O-])(C1)C2 (centres undefined)
2) CCCCn1c(N)c(C(=O)OCC2CCCO2)c2nc3ccccc3nc21 (centres undefined)
3) CN(C)C(=O)Oc1cccc(-c2cn3cc(Cl)ccc3n2)c1
4) COc1ccc(C(=O)C2CCCN(Cc3cnc(C)s3)C2)c(OC)c1 (centres undefined)
5) COCCNCCOc1ccc(C(C)(C)c2ccccc2)cc1

Screen / compound no.	1	2	3	4	5
EBNA-1 inhibitor	1.8	9.4	-14.3	-16.8	-2.1
PREPL inhibitor	-0.2	21.4	-0.8	-12.0	-49.9
CTSL1 counter	-0.1	1.3	3.1	-2.9	-7.3
HCV core dimer	-0.5	-7.0	-5.9	-2.8	-17.4
ZTA DNA inh	10.9	2.5	-0.8	-1.6	-7.9
Efflux pump mplx	0.0	-0.4	-0.1	0.2	0.8
PP1 counter	-2.8	-5.9	0.4	2.7	-6.8
TPT1 inh	3.1	0.0	-1.6	-3.8	-1.3
PP5 primary	0.5	8.7	1.9	2.3	2.4

6) CC(C)N1CCN(Cc2cc3c(cc2Cl)OCO3)CC1CCO (centres undefined)
7) O=C(OCC(=O)c1ccc([N+](=O)[O-])cc1)/C(=C\c1ccc(Cl)cc1)NC(=O)c1ccccc1
8) O=C1OCCC1NC1=NCCC1 (centres undefined)
9) N=C1C(c2ccccc2)=C(O)CN1Cc1ccco1
10) CC(=O)N1CC(=O)Nc2ccc(F)cc2C1c1ccccc1 (centres undefined)

Screen / compound no.	6	7	8	9	10
EBNA-1 inhibitor	-5.0	-3.7	2.1	3.8	-1.2
PREPL inhibitor	4.3	14.2	6.6	13.1	14.6
CTSL1 counter	0.3	7.3	0.4	1.8	2.0
HCV core dimer	1.5	11.5	-0.7	-3.1	-7.7
ZTA DNA inh	-3.4	-3.7	-11.5	-12.0	-8.4
Efflux pump mplx	0.4	0.1	-0.1	-0.2	-0.1
PP1 counter	-0.9	5.0	0.0	-5.7	3.6
TPT1 inh	-1.3	-1.5	-2.4	-2.8	-0.5
PP5 primary	-1.7	4.5	-1.6	0.8	1.9

11) CCC(C)N1Cc2ccccc2C1=N (centres undefined)
12) O=P(C(c1ccc2c(c1)OCO2)N1CCOCC1)(N1CCOCC1)N1CCOCC1 (centres undefined)
13) CCN1CCN(S(=O)(=O)c2ccc(Cl)c(C(=O)Nc3ccc(C(=O)N(CC)CC)cc3)c2)CC1
14) CCOP(=O)(OCC)C(NC(=O)CC(C)C)C(Cl)(Cl)Cl (centres undefined)
15) CNCC(O)c1ccc(O)cc1 (centres undefined)

Screen / compound no.	11	12	13	14	15
EBNA-1 inhibitor	3.8	-4.8	-4.6	-1.7	1.6
PREPL inhibitor	3.7	-4.1	9.4	15.1	8.6
CTSL1 counter	0.0	-2.9	-0.9	0.6	1.3
HCV core dimer	5.2	3.4	4.5	-2.4	-4.7
ZTA DNA inh	1.2	-16.1	2.8	13.7	1.6
Efflux pump mplx	0.0	0.0	0.1	0.3	-0.1
PP1 counter	-2.5	0.5	-0.8	-2.0	-4.2
TPT1 inh	0.5	-2.6	-1.7	1.0	-0.3
PP5 primary	1.1	0.6	1.5	1.8	-1.0

16) O=C1CN=C(c2ccccc2)c2oc3ccc(Br)cc3c2N1
17) CC(C)(C)C(O)C(Oc1ccc(Cl)cc1)n1cncn1 (centres undefined)
18) COc1ccc(-n2c(/C=C/c3ccc(O)c(OC)c3)nc3ccccc3c2=O)cc1
19) Cc1nc2c(c(=O)[nH]1)C(c1ccccc1Cl)c1c(c3ccccc3oc1=O)O2 (centres undefined)
20) Cc1cccc(N2C(=O)NC(=O)/C(=C\c3cc(C)n(-c4sc5c(c4C#N)CCCC5)c3C)C2=O)c1C

Screen / compound no.	16	17	18	19	20
EBNA-1 inhibitor	-1.1	-2.2	-3.3	-2.4	5.2
PREPL inhibitor	-0.3	-12.0	18.1	-1.7	9.3
CTSL1 counter	0.4	-7.3	0.2	2.8	-0.1
HCV core dimer	0.7	-10.1	4.0	4.5	30.4
ZTA DNA inh	-8.4	-7.8	9.1	8.8	-4.2
Efflux pump mplx	-0.1	0.2	0.1	0.0	0.2
PP1 counter	1.2	-5.8	1.2	-4.0	6.3
TPT1 inh	2.0	-0.9	44.9*	-2.6	17.7
PP5 primary	0.0	1.4	0.5	-1.7	3.6

Eleven compounds already listed, ordered by molecular weight, smallest number first:
15) CNCC(O)c1ccc(O)cc1 (centres undefined)
8) O=C1OCCC1NC1=NCCC1 (centres undefined)
11) CCC(C)N1Cc2ccccc2C1=N (centres undefined)
9) N=C1C(c2ccccc2)=C(O)CN1Cc1ccco1
17) CC(C)(C)C(O)C(Oc1ccc(Cl)cc1)n1cncn1 (centres undefined)
10) CC(=O)N1CC(=O)Nc2ccc(F)cc2C1c1ccccc1 (centres undefined)
16) O=C1CN=C(c2ccccc2)c2oc3ccc(Br)cc3c2N1

Screen / compound no.	15	8	11	9	17	10	16
EBNA-1 inhibitor	1.6	2.1	3.8	3.8	-2.2	-1.2	-1.1
PREPL inhibitor	8.6	6.6	3.7	13.1	-12.0	14.6	-0.3
CTSL1 counter	1.3	0.4	0.0	1.8	-7.3	2.0	0.4
HCV core dimer	-4.7	-0.7	5.2	-3.1	-10.1	-7.7	0.7
ZTA DNA inh	1.6	-11.5	1.2	-12.0	-7.8	-8.4	-8.4
Efflux pump mplx	-0.1	-0.1	0.0	-0.2	0.2	-0.1	-0.1
PP1 counter	-4.2	0.0	-2.5	-5.7	-5.8	3.6	1.2
TPT1 inh	-0.3	-2.4	0.5	-2.8	-0.9	-0.5	2.0
PP5 primary	-1.0	-1.6	1.1	0.8	1.4	1.9	0.0

19) Cc1nc2c(c(=O)[nH]1)C(c1ccccc1Cl)c1c(c3ccccc3oc1=O)O2 (centres undefined)
18) COc1ccc(-n2c(/C=C/c3ccc(O)c(OC)c3)nc3ccccc3c2=O)cc1
12) O=P(C(c1ccc2c(c1)OCO2)N1CCOCC1)(N1CCOCC1)N1CCOCC1 (centres undefined)
7) O=C(OCC(=O)c1ccc([N+](=O)[O-])cc1)/C(=C\c1ccc(Cl)cc1)NC(=O)c1ccccc1

Screen / compound no.	19	18	12	7
EBNA-1 inhibitor	-2.4	-3.3	-4.8	-3.7
PREPL inhibitor	-1.7	18.1	-4.1	14.2
CTSL1 counter	2.8	0.2	-2.9	7.3
HCV core dimer	4.5	4.0	3.4	11.5
ZTA DNA inh	8.8	9.1	-16.1	-3.7
Efflux pump mplx	0.0	0.1	0.0	0.1
PP1 counter	-4.0	1.2	0.5	5.0
TPT1 inh	-2.6	44.9*	-2.6	-1.5
PP5 primary	-1.7	0.5	0.6	4.5

Next records follow.
21) Cc1nn(Cc2ccccc2Cl)c(C)c1C(=O)OCC(=O)NC1CCCC(C)C1C (centres undefined)
22) CCn1c(=O)n(CC(=O)N2CCC3(CC2)OCCO3)c(=O)c2ccccc21
23) CCOC(=O)c1ccc(N2C(=O)CC(N3CCC(C#N)(c4ccccc4)CC3)C2=O)cc1 (centres undefined)
24) CSCc1nnc2n1-c1ccc(Cl)cc1C(c1ccccc1)=NC2
25) CCN1c2nc3c(C)cccn3c(=O)c2CC2(C(=O)N(C)C(=O)N(C)C2=O)C1C (centres undefined)

Screen / compound no.	21	22	23	24	25
EBNA-1 inhibitor	7.3	0.0	3.6	-9.1	-5.4
PREPL inhibitor	2.5	-9.6	0.0	6.3	0.5
CTSL1 counter	0.6	2.8	0.5	0.0	-1.2
HCV core dimer	1.3	-1.3	3.2	-4.7	-3.1
ZTA DNA inh	4.8	7.6	9.0	1.7	-12.0
Efflux pump mplx	1.2	0.0	0.0	0.2	0.1
PP1 counter	-0.7	-1.7	-0.6	-2.7	-1.9
TPT1 inh	4.8	-0.2	-0.3	4.6	7.3
PP5 primary	2.1	1.4	0.6	1.1	4.0

26) O=C(CN1CCCC1=O)NCCc1ccccc1
27) CN(C(=O)Oc1ccc(Cl)c2cccnc12)c1ccccc1
28) Cc1cc(/C=C2/C(=O)NC(=O)N(c3ccccc3)C2=O)c(C)n1-c1ccc(F)cc1
29) COC(=O)C1=C(c2ccc(OC)c(OC)c2)C[C@@H]2CC[C@H]1N2C(=O)NCc1ccco1
30) c1ccc(CN2CCN(Cc3ccc4ccccc4c3)CC2)cc1

Screen / compound no.	26	27	28	29	30
EBNA-1 inhibitor	4.9	-1.6	8.4	/	-12.7
PREPL inhibitor	-0.2	-2.1	3.0	6.0	6.4
CTSL1 counter	-1.8	2.1	-2.2	/	5.9
HCV core dimer	0.0	2.8	11.2	/	-11.0
ZTA DNA inh	-0.9	-4.3	10.0	-11.0	-7.5
Efflux pump mplx	-0.1	0.2	0.0	0.0	-0.1
PP1 counter	-5.4	1.3	3.0	-4.0	3.5
TPT1 inh	-1.4	-0.5	14.0	/	-4.5
PP5 primary	1.6	1.7	0.1	-0.3	4.6

31) O=c1c2ccccc2[nH]c(=S)n1-c1ccc2c(c1)OCCO2
32) Cc1cccc(N2C(=O)NC(=O)/C(=C\c3cccn3-c3ccc(Cl)cc3)C2=O)c1
33) C[C@]12CCC(=O)C(O)=C1CC[C@@H]1[C@@H]2CC[C@]2(C)C(=O)CC[C@@H]12
34) Cc1nn(Cc2ccccc2Cl)c(Cl)c1C(=O)OC(C(=O)NC(N)=O)C(C)C (centres undefined)
35) CCc1n[nH]c(CCN)n1

Screen / compound no.	31	32	33	34	35
EBNA-1 inhibitor	-8.9	15.0	8.6	-0.3	7.0
PREPL inhibitor	-0.9	-14.7	-4.0	8.8	-2.8
CTSL1 counter	-2.6	-1.0	6.3	0.6	-0.8
HCV core dimer	1.2	22.8	9.3	-2.5	3.4
ZTA DNA inh	12.0	-1.2	8.1	7.7	3.3
Efflux pump mplx	0.0	-0.1	0.1	-0.2	0.0
PP1 counter	-1.1	7.8	-1.3	6.4	-2.3
TPT1 inh	-1.7	5.8	-2.8	-2.1	-0.2
PP5 primary	1.7	-0.3	-1.5	0.8	-2.9

36) O=[N+]([O-])c1cc(S(=O)(=O)c2ccc(O)c([N+](=O)[O-])c2)ccc1O
37) CN1C(=O)C(=Cc2ccccc2OS(=O)(=O)c2ccccc2)C(=O)N(C)C1=O
38) CN1CCN(c2ccc(NC(=O)C(C)(C)C)cc2)CC1
39) CC1=CC(=O)C2=C(C)C[C@H](O)[C@@H]3[C@H](OC(=O)[C@H]3C)[C@@H]12
40) CCOC(=O)c1sc(/N=C/c2c(O)n(-c3ccccc3)c(=O)[nH]c2=O)c(C#N)c1C
41) O=C(CN1CCCC1)Nc1ccc(Cl)cc1C(=O)c1ccccc1
42) CN1CCC(N(C)Cc2cccnc2)CC1
43) COc1ccc(N=C(C)c2c(O)n(C)c(=O)n(C)c2=O)c(OC)c1

Screen / compound no.	36	37	38	39	40	41	42	43
EBNA-1 inhibitor	-0.4	-6.0	0.8	4.1	3.6	-2.9	-5.0	-5.5
PREPL inhibitor	-1.8	1.4	1.9	-3.3	-1.1	30.9	-6.3	11.2
CTSL1 counter	-2.4	-0.5	-2.4	0.3	3.8	-1.2	-2.2	3.2
HCV core dimer	-9.4	0.3	-3.1	3.3	0.0	1.2	2.4	0.2
ZTA DNA inh	-1.9	-8.2	-1.9	10.8	-6.2	3.1	1.9	-10.4
Efflux pump mplx	0.0	-0.3	0.0	-0.1	-0.1	-0.1	0.1	0.2
PP1 counter	-1.3	1.7	-0.7	-3.3	-1.7	-5.5	1.0	-1.1
TPT1 inh	-0.1	3.1	3.6	-1.8	31.7*	-2.7	1.6	-0.2
PP5 primary	0.4	2.1	1.6	0.5	-1.2	0.2	2.7	-1.3

From PubChem

Only part of the results is shown. The share of hits here may be higher or lower than overall.
